Bioassay records deposited in PubChem by Sanford-Burnham Center for Chemical Genomics.
MPTP inh – mitochondrial permeability transition pore inhibitors, primary screen, biochemical, isolated mouse mitochondria, absorbance | Ca2+ swelling absorbance, 30 min | inhibition, % at 10 µM | 1.4% of 360,000 active;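 active = inhibition of 50% or more, scaled per plate between neutral and stimulator controls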;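 also: 0% = DMSO wells given calcium and 100% = 1 mM EGTA wells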
An asterisk follows results filed as active. This is a subset; count on the stated rates, not on these rows.

entry	Molecule	MPTP inh
1	Cc1c(C(=O)NCCC#N)sc(=O)n1Cc1ccccc1F	-4.1
2	C[C@H](CO)N1C[C@H](C)[C@@H](CN(C)Cc2cccc(O)c2)OCc2cnnn2CCCC1=O	0.7
3	O=C(Nc1ccc(Cl)cc1)C1Cc2c(-c3ccccc3Oc3ccccc3)ccnc2O1 (stereo unspecified)	0.4
4	O=C1C=CN(C2OC(CO)C(O)C2O)C(=O)C1 (stereo unspecified)	0.0
5	O=C(NC1CCCC1)c1nc(-c2c(F)cccc2F)oc1-c1ccccc1	4.0
6	COC(=O)c1ccc(CNC(=O)c2ccc(OC)c(S(=O)(=O)NC3CC3)c2)cc1	-0.5
7	COC(=O)C=CSC(=S)C1CCCC1=N (stereo unspecified)	-0.6
8	C[C@H]1CN([C@@H](C)CO)C(=O)c2cc(-c3ccccc3F)cnc2O[C@@H]1CN(C)C(=O)NC1CCCCC1	1.0
9	COC(=O)c1ccc(CN2C(=O)C(Cc3ccccc3)ON=C2c2ncccc2C)o1 (stereo unspecified)	-0.8
10	CC1=C(C(=O)N2CCOCC2)CC(CC(=O)NC2CCCC2)C(=O)N1Cc1ccc(F)cc1 (stereo unspecified)	-1.9
11	O=C(Cc1ccc(Cl)cc1)N/N=C/c1ccc(O)c(O)c1	0.9
12	COCCC(=O)N1CCOCC1c1cc(C(=O)NCc2ccccc2)no1 (stereo unspecified)	0.2
13	CC(=O)N(C)C[C@@H]1Oc2ncc(Br)cc2C(=O)N([C@H](C)CO)C[C@@H]1C	0.3
14	COc1ccc(CCN2CC(C(=O)NCCCc3ccncc3)CCC2=O)cc1 (stereo unspecified)	-0.1
15	O=C(NCc1ccco1)c1cccc(-c2ccc3nccn3c2)c1	-1.3
16	CCCS(=O)(=O)NC(=O)C1(C)CCCN(C(=O)/C=C/c2ccccc2)C1 (stereo unspecified)	-0.1
17	CCCCCCN1C[C@@H](O)[C@H](n2cc(C3CC3)nn2)C[C@@H]1c1ccc(OC)cc1	0.3
18	COC(=O)[C@]12CCCCC=C1N(CCC1=CCCCC1)C(=O)[C@H](CC(=O)NCc1ccc(C)o1)C2	-1.8
19	COc1ccc(C2=Nc3ccccc3N(C(=O)Cc3cc(OC)cc(OC)c3)C2C(=O)NC(C)(C)C)cc1 (stereo unspecified)	-0.6
20	O=C(Nc1ccc(C(=O)O)cc1)/C(=C\c1ccco1)NC(=O)c1ccc(Br)cc1	-0.3
21	COc1ccc(OC)c(NC(=O)C2(C)CCN2Cc2ccsc2)c1 (stereo unspecified)	0.0
22	CCOC(=O)[C@]12CCCC=C1N(Cc1ccc(Cl)cc1Cl)C(=O)[C@H](CC(=O)NCc1cccs1)C2	-0.3
23	CCOC(=O)C1(C)CCCN1C(=O)c1c(F)cccc1F (stereo unspecified)	-0.8
24	CN1CCN(c2ccncc2S(=O)(=O)N2CCCC2)CC1	-1.3
25	O=C(Nc1cccc(Cl)c1)c1ccc2sc([C@@H]3O[C@H](CO)[C@H](O)[C@H](O)[C@H]3O)nc2c1	-0.1
26	CCOC(=O)[C@]12CCC=C1N(CCC1=CCCCC1)C(=O)[C@H](CC(=O)N1CCCC1)C2	-0.3
27	CCc1nc2c(OCC(=O)C(C)(C)C)cccn2c1N(C)C(=O)Nc1ccccc1OC	1.4
28	CC(C)(C)n1nnnc1C(c1cc2ccccc2o1)N1CCCCC1 (stereo unspecified)	-0.4
29	Cc1ccc(S(=O)(=O)N2CC3(O)CN(C(=O)OC(C)C)N(C(=O)OC(C)C)CC3(OC(=O)NCc3ccco3)C2)cc1 (stereo unspecified)	-0.5
30	CSc1nsc(SC)c1-c1ccc(Cl)cc1	0.8
31	CSc1ccc(CN2CCC2(C)C(=O)Nc2ccc(C)c(O)c2)cc1 (stereo unspecified)	1.1
32	CCOc1ccc(-c2cc(C(=O)Nc3cc(OC)c(OC)c(OC)c3)[nH]n2)c(C)c1	1.1
33	COc1ccccc1CNc1nc(NCCNC(C)=O)c2sccc2n1	-0.1
34	O=S1(=O)CC(N2CCCC2)CN1Cc1ccc(F)cc1 (stereo unspecified)	0.5
35	O=C(Nc1cccc(C(F)(F)F)c1)C1Cc2c(-c3cccc(F)c3)ccnc2O1 (stereo unspecified)	0.8
36	CC1(C(=O)Nc2cccc3c2CCCC3)CCN1C(=O)CCc1ccc(Cl)cc1Cl (stereo unspecified)	8.7
37	CCCCCCNC(=O)O[C@@]12CN(S(=O)(=O)c3ccc(C)cc3)C[C@]1(O)Cn1c(=O)n(CCCCCC)c(=O)n1C2	3.7
38	CC(C)c1ccc(NC(=O)Nc2nc(C(C)N)cs2)cc1 (stereo unspecified)	2.8
39	CCc1nc2c(OCc3ccccc3)cccn2c1N(C)C(=O)COc1ccccc1	0.7
40	COc1cccc(-c2cc(NC=O)c3ncc(-c4cccc(C(=O)N(C)C)c4)n3c2)c1	-0.3
41	C[C@H]1CNC(=O)c2c(C(=O)Nc3cccc(Cl)c3)ncn21	0.5
42	COc1ccccc1-c1nc2ccccc2n(CC(C)C)c1=O	-1.7
43	Nc1ncnc2c1ncn2[C@@H]1O[C@H](C(=O)N[C@H](CO)Cc2ccc(O)cc2)[C@@H](O)[C@H]1O	-1.0
44	O=C(CSc1nnc(COc2ccc(Cl)cc2)o1)Nc1nccs1	-0.7
45	CCOC(=O)C1CCc2c(ccc3ccccc23)N1CCC#N (stereo unspecified)	0.7
46	CC1(C(=O)Nc2ccc3c(c2)OCO3)CCN1C(=O)c1ccco1 (stereo unspecified)	3.0
47	Cc1ccccc1CN1C(=O)CN(S(C)(=O)=O)CC1(C)C(=O)NC(C)C (stereo unspecified)	0.4
48	CN1CCCCC1(C)C(=O)NCc1ccc(C(C)(C)C)cc1 (stereo unspecified)	0.9
49	COC(=O)[C@H](CC(C)C)NC(=O)/C=C/[C@H]1O[C@@H](n2cc(C)c(=O)[nH]c2=O)C[C@@H]1O	-0.8
50	Cc1ccc(C(O)c2ncc(-c3ccc(F)cc3)[nH]2)c(C)c1 (stereo unspecified)	0.3
51	CC1(C(=O)NCc2cccc3ccccc23)CCN1C(=O)C1(c2ccccc2)CC1 (stereo unspecified)	-0.1
52	CCCCNC(=O)c1nc(-c2ccncc2)oc1-c1ccc(OC(F)(F)F)cc1	2.3
53	COc1ccc(S(=O)(=O)N2CCOCC2)cc1NC(=O)C1CC(=O)N(c2ccc3c(c2)OCCO3)C1 (stereo unspecified)	-2.1
54	CCOC(=O)N(C)C[C@@H]1OCc2cnnn2CCCC(=O)N([C@H](C)CO)C[C@@H]1C	-1.7
55	Cc1ccc([C@H]2C[C@@H](n3cc(COC(=O)c4ccccc4)nn3)[C@H](O)CN2C(=O)c2cccs2)cc1	-0.3
56	C[C@@H]1CN([C@H](C)CO)C(=O)CCCn2cc(nn2)CO[C@H]1CN(C)S(=O)(=O)c1ccc2ccccc2c1	0.5
57	CC1(C(=O)NS(=O)(=O)c2ccccc2Cl)CCN1C(=O)c1ccccc1CCc1ccccc1 (stereo unspecified)	0.0
58	CCOc1ccc(-c2cc(C(=O)Nc3ccc(F)cc3)[nH]n2)c(C)c1	-1.1
59	CCCCC(=O)N(C)c1c(CC)nc2c(OCCC3CCCCC3)cccn12	-1.6
60	CC1(C(=O)NS(=O)(=O)c2ccc(Cl)cc2)CCN1C(=O)C1CC1 (stereo unspecified)	-0.1

Further compounds:
entry	Molecule	MPTP inh
61	NC(=O)c1cccc(-c2ccnc3c2CC(C(=O)Nc2cccc(C(F)(F)F)c2)O3)c1 (stereo unspecified)	0.8
62	Cc1ccc(OCC(=O)Nc2cc(Cl)ccc2-n2cncn2)c(C)c1	1.7
63	COC(=O)C(CSCc1ccccc1)NC(=O)CCNC(=O)OCc1ccccc1 (stereo unspecified)	-0.5
64	OC(c1ccc(F)c(F)c1)c1nc(-c2ccc3ccccc3c2)cs1 (stereo unspecified)	2.2
65	Cn1c(=O)n(C)c2cc(NC(=O)c3ccccc3)ccc21	-0.3
66	CC(C)N(C)c1ncnc2c1ncn2[C@H]1CN(Cc2ccc(F)cc2)C[C@@H](CO)O1	-0.1
67	CCN1CCN(C(=O)c2ccc(CS(=O)(=O)Cc3ccccc3Cl)o2)CC1	0.3
68	O=C1NC(Cc2ccccc2)c2nc3cc(F)ccc3c(=O)n2-c2ncccc21 (stereo unspecified)	-0.3
69	COc1ccc(C(O)c2nc(-c3cccc(C(=O)O)c3)cs2)cc1 (stereo unspecified)	0.0
70	CN(Cc1ccccc1)N=Nc1nc[nH]c1C(N)=O	-0.9
71	C[C@@H]1CC2=C(C(=O)OC(C)(C)O2)[C@H](c2ccc(F)cc2)O1	-0.1
72	CSCCC(C(=O)Nc1c(C)cccc1C)n1c(-c2ccc(C(F)(F)F)cc2)nc2ccccc21 (stereo unspecified)	0.4
73	Nc1ccn(CCCNC2CCN(Cc3ccccc3)CC2)c(=O)n1	-0.2
74	O=C1NC(Cc2ccccc2)c2nc3cc(Cl)ccc3c(=O)n2-c2ncccc21 (stereo unspecified)	1.0
75	CN(C(=O)C1Cc2c(-c3ccc(Cl)cc3)ccnc2O1)c1ccccc1 (stereo unspecified)	-1.0
76	COC1=CC(=O)OC(c2cccc(OC)c2)C1 (stereo unspecified)	2.7
77	COc1cc(C(C)=O)ccc1OC(=O)N1CCOCC1	-0.2
78	O=C(NC1CCCCC1)C(c1ccnc2ccccc12)N1CCOCC1 (stereo unspecified)	0.3
79	O=[N+]([O-])c1ccc(CN2CC(N3CCCC3)CS2(=O)=O)cc1 (stereo unspecified)	0.3
80	Nn1c(SCC(=O)N2CCCC2)nnc1-c1cccs1	0.0
81	COc1cc(-c2cc3nc(NCc4ccco4)ccn3n2)cc(OC)c1OC	-1.0
82	Cc1cccc(NC(=O)COC(=O)CN2C(=O)c3ccccc3C2=O)c1	-0.2
83	Cc1ccc2c(c1)c1c3n2CCN(CCC#N)C3CCC1 (stereo unspecified)	0.0
84	OC(c1cccc(CN2CCCCC2)c1)c1ncc(-c2cccc3ccccc23)[nH]1 (stereo unspecified)	1.1
85	CCc1nc2c(OCc3ccc(C#N)cc3)cccn2c1N(C)C(=O)c1ccco1	0.3
86	CCCn1cnnc1CNC(=O)[C@H]1O[C@@H](n2ccc(N)nc2=O)[C@H](O)[C@@H]1O	0.0
87	O=C1NC[C@H](Cc2ccc(O)cc2)N(CCc2cccc(F)c2)C1=O	-1.3
88	CCOc1ccc(CCN2C(=O)C(=O)N([C@@H](Cc3ccc(O)cc3)CN3CCC[C@H]3CN3C(=O)C(=O)NC[C@@H]3Cc3ccc(O)cc3)C[C@@H]2Cc2ccccc2)cc1	-2.3
89	COc1ccc(N2CCN(C(=O)COC(=O)c3nc(Cl)ccc3Cl)CC2)cc1	0.2
90	COc1ccc(OC)c(-c2nn(-c3ccccc3)cc2C(=O)NC2(C)CCS(=O)(=O)C2)c1 (stereo unspecified)	-1.4
91	O=C1NC[C@H](Cc2ccccc2)N(CCc2cc(C(F)(F)F)cc(C(F)(F)F)c2)C1=O	0.2
92	CC12CCC(=O)N1C(C(=O)Oc1cccc(F)c1)CS2 (stereo unspecified)	0.1
93	COc1ccc(-c2coc3c(C(=O)Nc4cccc(C(C)=O)c4)cccc23)c(C)c1	0.8
94	CCCCc1c(-c2ccccc2Br)ncn1CCc1ccccc1OC	27
95	CCOC(=O)C1(C)CCN1C(=O)c1ccc(F)c(Cl)c1 (stereo unspecified)	0.4
96	Cc1nc(C(F)(F)F)ccc1C(=O)N1CCC1(C)C(=O)NS(=O)(=O)c1ccc(C(C)(C)C)cc1 (stereo unspecified)	0.3
97	CCCNC(=O)c1cc(C2CCCN(C(=O)c3cc(F)ccc3C)C2)on1 (stereo unspecified)	-1.0
98	O=C(NCc1ccccc1F)C1CC(=O)N(Cc2ccco2)C1 (stereo unspecified)	-0.2
99	CCNC(=O)C1CCCN(C(=O)c2ccc3c(c2)OCO3)CC1 (stereo unspecified)	1.6
100	CC1(C(=O)NS(=O)(=O)c2cccc(OC(F)F)c2)CCN1C(=O)C1CCCCC1 (stereo unspecified)	0.3
101	O=C(Nc1ccc(Oc2ccccc2)cc1)c1csc([C@H]2C[C@H](O)[C@@H](CO)O2)n1	81*
102	Cc1ccc(CN2CCC[C@]3(N[C@H](c4ccc(C)cc4)[C@@H]4C(=O)N(Cc5ccccc5)C(=O)[C@@H]43)C2=O)cc1	-1.8
103	COc1cccc(-c2cccc(-c3nc(C(=O)NCCCN4CCOCC4)cc4c3[C@H](CCO)N(S(=O)C(C)(C)C)C4)c2)c1 (stereo partly specified)	1.0

Arranged by count of non-hydrogen atoms (ascending): twelve of the compounds above.
entry	Molecule	MPTP inh
95	CCOC(=O)C1(C)CCN1C(=O)c1ccc(F)c(Cl)c1 (stereo unspecified)	0.4
83	Cc1ccc2c(c1)c1c3n2CCN(CCC#N)C3CCC1 (stereo unspecified)	0.0
99	CCNC(=O)C1CCCN(C(=O)c2ccc3c(c2)OCO3)CC1 (stereo unspecified)	1.6
82	Cc1cccc(NC(=O)COC(=O)CN2C(=O)c3ccccc3C2=O)c1	-0.2
86	CCCn1cnnc1CNC(=O)[C@H]1O[C@@H](n2ccc(N)nc2=O)[C@H](O)[C@@H]1O	0.0
81	COc1cc(-c2cc3nc(NCc4ccco4)ccn3n2)cc(OC)c1OC	-1.0
100	CC1(C(=O)NS(=O)(=O)c2cccc(OC(F)F)c2)CCN1C(=O)C1CCCCC1 (stereo unspecified)	0.3
85	CCc1nc2c(OCc3ccc(C#N)cc3)cccn2c1N(C)C(=O)c1ccco1	0.3
91	O=C1NC[C@H](Cc2ccccc2)N(CCc2cc(C(F)(F)F)cc(C(F)(F)F)c2)C1=O	0.2
102	Cc1ccc(CN2CCC[C@]3(N[C@H](c4ccc(C)cc4)[C@@H]4C(=O)N(Cc5ccccc5)C(=O)[C@@H]43)C2=O)cc1	-1.8
103	COc1cccc(-c2cccc(-c3nc(C(=O)NCCCN4CCOCC4)cc4c3[C@H](CCO)N(S(=O)C(C)(C)C)C4)c2)c1 (stereo partly specified)	1.0
88	CCOc1ccc(CCN2C(=O)C(=O)N([C@@H](Cc3ccc(O)cc3)CN3CCC[C@H]3CN3C(=O)C(=O)NC[C@@H]3Cc3ccc(O)cc3)C[C@@H]2Cc2ccccc2)cc1	-2.3
